# SMN2 splice up: qHTS Assay for Enhancers of SMN2 Splice Variant Expression; HEK293 SMN2-luciferase splicing reporter, luminescence, 30-36 h; Potency, µM (doses to about 46.1 µM), inactives show top-dose activity change, positive = activation, usual class: activators; actives 2.8% (n = 210,000); AID 1458, 2008; note: % of control where 0% means no effect; nearly all actives have a fitted effect of over 55% in size
#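 HEK293 cells carry an SMN2 […]–luciferase reporter in which exon 7 inclusion puts luciferase in frame. Cells were plated 10-12 h before compound addition, then incubated 30-36 h at 37C. ONE-Glo luminescence was read; sodium butyrate at 4.5 mM final served as control.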
# Lamin A splicing: qHTS Assay for Modulators of Lamin A Splicing; Potency, µM (series often up to 46.1 µM), without a hit: at the highest dose ratio change, negative = inhibition, most hits filed as inhibitors; HeLa LMNA splicing GFP/RFP minigene ratio, 48 h; actives 0.01% (n = 200,000); AID 1487, 2009; active = well fitted inhibition curve with a large enough effect in the signal ratio, with a control signal flat, not every such curve was filed as active; inconclusive = small, poorly fitted or top-dose-only effect, or effect the other way, or a change in a side signal; the % refers to the signal ratio; note: % is set by controls: 0 for no effect and ±100 for the full control effect
#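 Read-out is the ratio of GFP to DsRed2 object intensity, acquired by 488 nm laser-scanning cytometry on HeLa lamin A-EGFP minigene reporter cells. Compound incubation 48 hrs at 37 °C in Opti-MEM with 2% FBS; DMSO 0.5% final.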
# TRb SRC2 PPI: qHTS for Inhibitors of the Interaction of Thyroid Hormone Receptor and Steroid Receptor Coregulator 2; Thyroid hormone receptor beta (Homo sapiens), P10828; TRbeta-SRC2 peptide binding, fluorescence polarization; receptor liganded with 1 µM T3; Potency, µM (highest dose often 106 µM), for the others: top-dose activity change, negative = inhibition, usual class: inhibitors; actives 0.065% (n = 280,000); AID 1469, 2008;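 note: plate controls were bound peptide for no effect and peptide without receptor for full effect; nearly all actives have a fitted effect of over 50% in size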
#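 Fluorescence polarization of 20 nM Texas Red SRC2 peptide with 0.6 uM human TRb ligand-binding domain, in Tris buffer with 1uM T3 and 5% DMSO. Incubated 5 hr ambient; normalized to unbound and bound controls.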
# RECQ1 helicase: qHTS Assay for Inhibitors of RecQ-Like Dna Helicase 1 (RECQ1) | ATP-dependent DNA helicase Q1 (Homo sapiens), P46063 | RECQ1 DNA unwinding, red fluorescence kinetic read | Potency, µM (series often up to 57.3 µM), for the others: at the highest dose activity, negative = inhibition, usual class: inhibitors | actives 0.54% (n = 240,000) | AID 2549, 2010;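 note: plate controls were vehicle for no effect and no enzyme for full effect; nearly all actives have a fitted effect of over 30% in size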
# Target sequence (P46063 whole entry, looked up): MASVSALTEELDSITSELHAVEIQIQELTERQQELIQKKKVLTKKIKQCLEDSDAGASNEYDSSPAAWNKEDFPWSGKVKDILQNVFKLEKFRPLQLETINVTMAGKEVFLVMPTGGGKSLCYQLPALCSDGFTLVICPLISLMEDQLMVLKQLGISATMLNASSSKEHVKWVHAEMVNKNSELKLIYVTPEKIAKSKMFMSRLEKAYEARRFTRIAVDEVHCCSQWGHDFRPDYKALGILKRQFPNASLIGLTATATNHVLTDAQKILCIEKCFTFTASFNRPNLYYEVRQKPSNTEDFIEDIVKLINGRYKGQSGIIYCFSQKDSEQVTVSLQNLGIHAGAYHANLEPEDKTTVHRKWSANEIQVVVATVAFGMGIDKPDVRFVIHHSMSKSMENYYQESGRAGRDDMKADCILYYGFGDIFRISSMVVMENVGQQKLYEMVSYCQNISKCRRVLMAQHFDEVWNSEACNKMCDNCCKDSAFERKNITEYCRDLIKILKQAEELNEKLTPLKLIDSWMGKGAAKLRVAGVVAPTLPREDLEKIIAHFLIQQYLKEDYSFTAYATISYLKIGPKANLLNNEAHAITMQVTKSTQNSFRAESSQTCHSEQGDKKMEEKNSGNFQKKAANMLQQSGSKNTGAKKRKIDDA
#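 RECQ1T1 50 nM; forked duplex (20 bp + 30-nt ss tails) 200 nM, ATP 2 mM final; pH 8.0, 2 mM MgCl2, 2.5 ug/ml poly(dI-dC); 15 min compound preincubation; discontinuous kinetic read over 2 h at RT.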
# KDM4E inh: qHTS Assay for Inhibitors of Human Jumonji Domain Containing 2E (JMJD2E) | AID 2147, 2009 | Potency, µM (series often up to 57.1 µM), inactives show at the top dose activity change, negative = inhibition, hits mostly inhibitors | JMJD2E catalytic domain, FDH-coupled NADH fluorescence (FDH is formaldehyde dehydrogenase) | actives 1.6% (n = 230,000) | Lysine-specific demethylase 4E (Homo sapiens), B2RXH2; active = well fitted inhibition curve with a large enough effect, not every such curve was filed as active; inconclusive = small, poorly fitted or top-dose-only effect, or another doubt; inactive = no such curve, though single readings can be large or run the other way;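 note: 0% = wells with enzyme and -100% = buffer wells without enzyme; nearly all actives have a fitted effect of over 50% in size; many of its hits are not listed in these tables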
# ALDH1A1 inh: qHTS Assay for Inhibitors of Aldehyde Dehydrogenase 1 (ALDH1A1) | AID 1030, 2008 | Purified ALDH1A1, NADH fluorescence, propionaldehyde substrate | Aldehyde dehydrogenase 1A1 (Homo sapiens), P00352 | actives 7.3% (n = 220,000) | Potency, µM (highest dose often 75.3 µM), inactives show at the highest dose activity, negative = inhibition, actives largely listed as inhibitors; active = well fitted inhibition curve with a large enough effect, not every such curve was filed as active; inconclusive = small, poorly fitted or top-dose-only effect, or another doubt; inactive = no such curve, though single readings can be large or run the other way;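 note: plate controls were no enzyme wells and a reference inhibitor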
# TexasRed fluor: Total Fluorescence Counterscreen for Inhibitors of the Interaction of Thyroid Hormone Receptor and Steroid Receptor Coregulator 2 | actives 0.29% (n = 280,000) | AID 1479, 2009 | Potency, µM (highest dose often 106 µM), inactives show at the highest dose fluorescence change, negative = quenching | TRb/SRC2 Texas Red total fluorescence interference; active = well fitted curve in either direction with a large enough effect; inconclusive = small, poorly fitted or top-dose-only effect; note: % is set by controls: 0 for no effect and ±100 for the full control effect
#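 Human TRβ ligand-binding domain (0.6 uM) and Texas Red SRC2 peptide (20 nM) in Tris buffer with 1 uM T3 and 5% DMSO were incubated with pinned compound for 5 hr at ambient temperature. Total fluorescence was computed as S + 2P (555/632 nm).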
# RGS12 GoLoco inh: qHTS Assay for Inhibitors of RGS12 GoLoco Motif Activity (Red Fluorophore); Guanine nucleotide-binding protein G(i) subunit alpha-1 (Homo sapiens), P63096; Gai1:RGS12 GoLoco peptide FP, rhodamine, 10 min; Potency, µM (doses to about 61.6 µM), inactives show at the top dose activity, negative = inhibition, hits mostly inhibitors; actives 0.44% (n = 230,000); AID 880, 2007; active = well fitted inhibition curve with a large enough effect, not every such curve was filed as active; inactive = no such curve, though single readings can be large or run the other way; note: % is set by controls: 0 for no effect and ±100 for the full control effect; nearly all actives have a fitted effect of over 30% in size; many of its hits are not listed in these tables
# Target sequence (P63096 whole entry, looked up): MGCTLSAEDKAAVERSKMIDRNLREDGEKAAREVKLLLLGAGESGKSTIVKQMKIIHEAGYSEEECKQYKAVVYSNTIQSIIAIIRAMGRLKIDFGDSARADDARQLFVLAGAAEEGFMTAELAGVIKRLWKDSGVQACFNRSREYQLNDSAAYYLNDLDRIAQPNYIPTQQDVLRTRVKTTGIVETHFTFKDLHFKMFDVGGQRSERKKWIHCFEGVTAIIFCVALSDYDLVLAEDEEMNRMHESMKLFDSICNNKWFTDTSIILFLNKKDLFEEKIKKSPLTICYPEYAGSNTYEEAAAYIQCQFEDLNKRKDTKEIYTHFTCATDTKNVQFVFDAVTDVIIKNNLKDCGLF
# Starred values were filed as active, the others as inactive; i = inactive; ? = inconclusive; nt = no result given; & = joins results of further samples; [ ] = another dose, or the depositor's remark. Unless noted, calls come from the whole dose curve; as a rule, active = well fitted curve in the direction sought with a large enough effect; inconclusive = small, poorly fitted or top-dose-only effect, or another doubt; inactive = no such curve, though single readings can be large; an effect the other way counts as inactive or inconclusive. Potency is the fitted concentration of half-maximal effect. The list is partial; rates above refer to the full screens.
SMILES,SMN2 splice up,Lamin A splicing,TRb SRC2 PPI,RECQ1 helicase,KDM4E inh,ALDH1A1 inh,TexasRed fluor,RGS12 GoLoco inh
CC(=O)COC(=O)CCc1nc2ccccc2[nH]c1=O,7%,0%,0%,3%,8%,-3%,-2%,-18%
Cc1ccc(N2C(=S)NC3c4ccccc4OC2(C)C3C(=O)N(C)C)cc1 (stereo not given),-16%,nt,-9%,-10%,-6%,6%,-2%,14%
COc1ccc(-c2c(C#N)c(N)nc3c2c(=O)n(C)c(=O)n3C)cc1,-9%,5%,4%,-10%,?,?,0%,8%
Cc1cc(C(=O)N/N=C/c2ccc(-c3ccccc3Cl)o2)n[nH]1,2%,?,4%,-14%,?,6%,0%,2%
Cc1sc(C(=O)NCc2cccnc2)c2nc(C)n(CC(=O)NCc3cccnc3)c(=O)c12,8%,2%,-3%,i,4%,1%,-4%,-9%
O=c1ccc(-c2nc3ccccc3n2Cc2ccccc2Cl)c[nH]1,nt,nt,-8%,-1%,?,?,-3%,13%
COc1ccc(-c2cn[nH]c2N)c(OC)c1,-3%,29%,2%,0%,5%,32%[activator],-1%,-3%
CCN(C(=O)CN1CC(C)OC(C)C1)c1c(N)n(Cc2ccccc2)c(=O)[nH]c1=O (stereo not given),17%,-8%[46 µM],-2%,-5%,5%,2%,-2%,7%
COC(=O)CCCCCc1ccc(C(C)=O)s1,-3%,0%,-8%,i,-2%,-1%,-2%,-7%
Cc1cccc(N(CC(=O)NCCSc2ccccn2)S(=O)(=O)c2ccccc2)c1,-11%[1.84 µM],-5%,6%,-2%,-2%,-1%,3%,1%
CCOC(=O)c1[nH]c(C)c(/C(O)=C2\C(=O)C(=O)N(CCN(C)C)C2c2ccc(C)o2)c1C (stereo not given),-4%,?,-2%,i,-7%,-6%,0%,0%
CC(C)C[C@H](NC(=O)NCc1ccccc1Cl)C(=O)O,6%,7%,-1%,i,-6%,6%,-3%,6%
CN(CC(=O)Nc1ccc(Cl)c(C(F)(F)F)c1)C(=O)/C=C/c1ccco1,-8%,?,-7%,-7%,1%,?,0%,-2%
COc1cccc(C(=O)c2c(C)c(CCC#N)n3ccccc23)c1OC,nt,nt,-1%,25%,-13%,-8%,-1%,4%
CCCn1nc(NC(=O)C2CCCO2)c2cc3cc(C)ccc3nc21 (stereo not given),21%,-4%,8%,i,?,?,2%,11%

# One compound at a time, as listed above. Order of screens: SMN2 splice up	Lamin A splicing	TRb SRC2 PPI	RECQ1 helicase	KDM4E inh	ALDH1A1 inh	TexasRed fluor	RGS12 GoLoco inh
# COc1ccc(-c2cn[nH]c2N)c(OC)c1 is entered as -3%	29%	2%	0%	5%	32%[activator]	-1%	-3%
# Cc1sc(C(=O)NCc2cccnc2)c2nc(C)n(CC(=O)NCc3cccnc3)c(=O)c12 is entered as 8%	2%	-3%	i	4%	1%	-4%	-9%

# Following part
SMILES,SMN2 splice up,Lamin A splicing,TRb SRC2 PPI,RECQ1 helicase,KDM4E inh,ALDH1A1 inh,TexasRed fluor,RGS12 GoLoco inh
COc1cccc(OC)c1C(=O)NC(=S)Nc1ccc2oc(-c3ccncc3)nc2c1,-16%,-20%[46 µM],-2%,6%,?,8%,-1%,11%
O=C1/C(=C/c2cccs2)NC(=S)N1C1CC1,-3%,2%,11%,0%,-6%,?,-1%,3%
CC(C(=O)Nc1ccc2c(c1)OCCO2)N(C)Cc1c(F)cccc1Cl (stereo not given),-8%,nt,-1%,i,-2%,-4%,-2%,14%
COc1cc(NC(=S)NCCO)c(OC)cc1Cl,nt,nt,4%,i,5%,nt,-6%,7%
O=C(COc1ccc(Br)cc1Cl)NC(=O)NCc1ccccc1,8%,?,0%,4%,3%,3%,0%,-4%
COc1ccccc1CNC(=O)C(Cc1c[nH]c2ccccc12)NC(=O)OCc1ccccc1 (stereo not given),-10%,?,0%,-21%,3%,-13%,0%,8%
CSCC[C@H](NC(=O)NCc1ccccc1F)C(=O)O,-15%,9%,1%,-10%,1%,0%,2%,3%
CCOc1ccc(OCc2ccc(C(=O)N3CCc4ccccc4C3)o2)cc1,9%,9%,-2%,-5%,-14%,?,0%,7%
O=C1c2ccccc2C2=Nc3ccccc3SC(c3ccc(Cl)cc3)C12 (stereo not given),-74%[inhibitor],?,3%,-17%,-9%,2%,-3%,7%
Fc1ccc(CSc2ncnc3nc[nH]c23)cc1,-5%,-11%,2%,i,1%,0%,1%,7%
Cc1ccc(NC(=O)CSc2ccc(-c3ccco3)nn2)c(C)c1,-15%,nt,-4%,-19%,?,?,-2%,14%
Cc1cc2occ(CC(=O)OCC(=O)Nc3sc4c(c3C#N)CCC(C)C4)c2cc1C (stereo not given),1%,7%,2%,-17%,-2%,-4%,-5%,12%
Cc1c(Cl)cccc1NC(=S)NCC(c1cccnc1)N(C)C (stereo not given),nt,nt,5%,i,-4%,16%,3%,3%
C/C(=C/c1oc2ccc(O)cc2c1[N+](=O)[O-])N(C)C,-5%,-4%,6%,-3%,?,-15%,-7%,13%
CCOCCCNC(=O)c1ccccc1SC,17%,-1%,-1%,i,2%,8%,-6%,6%
CC(C)c1cc(NCCCN2CCOCC2)n2c(nc3ccccc32)c1C#N,-8%,-10%,6%,-1%,?,?,-3%,2%
CCOc1ccc(CCNC(=O)CN2CCN(Cc3ccccc3C)C2=O)cc1OCC,-22%,?,3%,-1%,1%,-8%,5%,-5%
CC(C)(C)CC(=O)NCCCCCCNC(=O)CC(C)(C)C,-21%,-8%,-2%,-2%,-4%,10%,0%,-5%
CCOC(=O)C1=C(N)Oc2cc(C)oc(=O)c2C1c1cccnc1 (stereo not given),8%,3%,5%,9%,-1%,-8%,-1%,4%
CC(C)(C)NS(=O)(=O)c1cnc(Cl)c(Cl)c1,7%,3%,-5%,i,2%,32µM*,-2%,9%
COc1cc(S(=O)(=O)N(Cc2ccc(C)cc2)C2CCCCC2)ccc1-n1cnnn1,-39%[inhibitor],?,3%,-11%,-7%,?,1%,4%
CCCCN(C)S(=O)(=O)c1ccc(C(=O)Nc2nnc(-c3ccco3)o2)cc1,-98%,?,0%,-4%,?,?,0%,8%
CC(=O)OC1CC(OC(C)=O)[C@]2(C)C(CC(=O)[C@]3(C)C2CC[C@@]2(C)C(C(=O)O)OC(=O)C4OC423)C1(C)C (stereo not given in full),-2%,nt,-3%,-2%,5%,0%,0%,-2%
CCOC(=O)Cc1csc(NC(=O)/C=C\c2ccccc2Cl)n1,nt,?,3%[53 µM],-13%,?,5%,0%[53 µM],9%
CCOc1cc(CNc2ccc(S(N)(=O)=O)cc2)cc(Cl)c1OC,-7%,?,-1%,-4%,0%,6%,-2%,-8%
CC(C)(C)n1nnnc1C(c1cccs1)N1CCCc2ccccc21 (stereo not given),-14%,?,-4%,-3%,1%,4%,-1%,11%
CCOC(=O)c1sc2nc(CC(=O)OC)nc(NCC(=O)OC)c2c1C,-7%,8%,-13%,0%,?,?,-1%,-6%
Cc1ccc(NC(=O)CCC(=O)OCC(=O)c2ccc(Oc3ccc([N+](=O)[O-])cc3)cc2)cc1C,-15%,-5%,2%,-7%,-7%,-11%,0%,2%
COc1ccccc1N(C)S(=O)(=O)c1ccc(C(=O)OCC(=O)N(C)c2ccccc2)cc1,1%,-5%[46 µM],-6%,-25%,-2%,32µM*,3%,1%
COC(=O)c1ccccc1NC(=O)c1ccc(COc2cc(C)cc(C)c2)o1,-4%&-9%,-8%,-2%&-24%,-12%,?,?,-8%&1%,1%
CC(C)(C)NCCOc1ccc2ccccc2c1,-4%,nt,-3%,i,-1%,0%,3%,4%
FC(F)(F)c1ccccc1-c1nccc(N2CCNCC2)n1,nt,3%,nt,i,nt,15%,nt,2%
CC1=NN(c2ccccc2)C(=O)/C1=C/c1cccs1,3%,-5%,-21%,1%,?,14µM*,-2%,8%
Cc1ccc(NC(N)=S)cc1C,2%,-5%,-4%,-4%,-4%,-3%,0%,-2%
CSCC[C@H](NC(=O)OC(C)(C)C)C(=O)N/N=C/c1cc2ccc(C)cc2nc1Cl,-14%,-2%,-1%,-2%,?,?,-17%,5%
C=CCn1c(-c2csc3c2CCC(C)C3)n[nH]c1=S (stereo not given),-11%,?,-7%,-4%,-12%,?,2%,10%
Cn1c(=O)n(C)c2cc(/C=N/NC(=O)c3ccc(Cl)cc3Cl)ccc21,28%,12%,6%,-2%,-10%,?,2%,0%
Cc1ccc(NC2=C(Cl)C(=O)OC2OC(=O)c2ccc(C)cc2)cc1 (stereo not given),-30%[inhibitor],nt,6%,-9%,2%,3%,-1%,3%
CCOC(=O)C1=C(CC)OC(N)=C(C#N)C1c1ccsc1 (stereo not given),1%,4%,3%,1%,2%,-10%,0%,1%
CC(C)NC(=O)c1nc2ccccc2s1,nt,-9%,5%,i,6%,-3%,2%,-1%
COc1cc(/C=N/NC(=O)CSCc2ccc([N+](=O)[O-])cc2)cc(OC)c1OC,-7%,29%,7%,1%,-4%,3%,0%,-34%
CCNC(=S)Nn1cnc2ccccc21,nt,nt,-6%,-2%,5%,nt,0%,2%
Cc1ccc(S(=O)(=O)CCC(=O)OCC(=O)c2c[nH]c3ccccc23)cc1,3%,1%,-1%,-2%,4%,7%,-1%,8%
COc1ccc(S(=O)(=O)NC(C)C)cc1C(=O)N1CCOCC1,6%,nt,-1%,-6%,9%,9%,-1%,8%
CCOc1ccc(OCCCN(C)C)cc1,?,5%,-19%,i,?,14µM*,-2%,-18%
